# High-throughput results deposited in PubChem BioAssay by several laboratories.
# TMEM16A act = activates or potentiates the mouse TMEM16A chloride channel | Q8BHY3 | HEK293 TMEM16A/YFP-H148Q/I152L, iodide quench fluorescence; active compounds read low | 340,000 compounds, 0.3% hits | B-score at 10 µM;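 active = fluorescence-ratio B-score plate-corrected deviation score at least 3 library SD below zero, with starting fluorescence score within 5 deviations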;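 note: channel opened by trigger with iodide after compound preincubation; score built on the fluorescence ratio of max minus min over baseline; more negative score means more quench and so TMEM16A activation or potentiation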
# KCNK3 inh = human KCNK3 channel inhibition, primary screen; O14649; 340,000 compounds, 0.84% hits; CHO-KCNK3 thallium flux, FluxOR fluorescence; active compounds read low; B-score at 10 µM;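 active = B-score under library mean minus 4 SD, starting fluorescence ratio at most library mean plus 5 SD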;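 note: more negative B-score means stronger inhibition of thallium flux through KCNK3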
# KCNK9 block = blocks the human KCNK9 two-pore domain potassium channel. Q9NPC2. HEK293 KCNK9, FluxOR thallium flux fluorescence; active compounds read low. B-score at 10 µM. 310,000 compounds, 1.2% hits;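 active = ratio B-score over 3 SD below the library mean, with starting fluorescence within 5 SD of its mean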;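 note: negative B-score means less thallium flux so channel inhibition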
# TRPC4 potent = allosteric potentiators of mouse TRPC4 channel; AID 2227; Q9QUQ5; HEK293 TRPC4beta/mu-opioid, DAMGO EC20, Fluo-4 Ca2+ flux; active compounds read high; 310,000 compounds, 0.42% hits; B-score at 10 µM;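 active = B-score of calcium response area above 5 SD of library B-scores, with initial fluorescence ratio within 5 SD of library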;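 note: B-score of integrated fluorescence ratio over time as area under calcium response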
# KCNQ1 inh = blocks the human KCNQ1 potassium channel; P51787; CHO-K1 KCNQ1, FluxOR thallium flux fluorescence; active compounds read high; B-score at 10 µM; 310,000 compounds, 1.3% hits; AID 2642;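 active = compounds whose thallium flux B-score, printed positive for inhibition, exceeds three library SD while starting fluorescence stays within three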;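 note: channel opened by potassium depolarization with thallium stimulus after 20 min compound exposure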
# ANO1 block = mouse TMEM16A channel inhibition, primary screen | Q8BHY3 | HEK293 TMEM16A/YFP iodide influx fluorescence, ionomycin | normalized B-score (activity score, 25-100; higher = stronger inhibition) at 10 µM | 310,000 compounds, 1.2% hits;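 active = ratio plate-corrected score three or more library SD toward inhibition, starting fluorescence score within five deviations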;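 note: score derived from kinetic fluorescence span divided by baseline fluorescence per well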
# hERG rescue = hERG (human) protection from proarrhythmic block; Q12809; CHO-hERG, FluxOR thallium flux, dofetilide IC70 present; activation (rescue from dofetilide block), less the hit threshold, % at 10 µM; 310,000 compounds, 0.51% hits;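 active = activation above the mean of controls blocked by dofetilide plus 5 SD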;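 note: thallium influx through hERG after potassium depolarization seen as dye fluorescence rise; in these data hits start at about 4.7%; inactives centre near -7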
# Target sequence (Q12809 whole entry, looked up): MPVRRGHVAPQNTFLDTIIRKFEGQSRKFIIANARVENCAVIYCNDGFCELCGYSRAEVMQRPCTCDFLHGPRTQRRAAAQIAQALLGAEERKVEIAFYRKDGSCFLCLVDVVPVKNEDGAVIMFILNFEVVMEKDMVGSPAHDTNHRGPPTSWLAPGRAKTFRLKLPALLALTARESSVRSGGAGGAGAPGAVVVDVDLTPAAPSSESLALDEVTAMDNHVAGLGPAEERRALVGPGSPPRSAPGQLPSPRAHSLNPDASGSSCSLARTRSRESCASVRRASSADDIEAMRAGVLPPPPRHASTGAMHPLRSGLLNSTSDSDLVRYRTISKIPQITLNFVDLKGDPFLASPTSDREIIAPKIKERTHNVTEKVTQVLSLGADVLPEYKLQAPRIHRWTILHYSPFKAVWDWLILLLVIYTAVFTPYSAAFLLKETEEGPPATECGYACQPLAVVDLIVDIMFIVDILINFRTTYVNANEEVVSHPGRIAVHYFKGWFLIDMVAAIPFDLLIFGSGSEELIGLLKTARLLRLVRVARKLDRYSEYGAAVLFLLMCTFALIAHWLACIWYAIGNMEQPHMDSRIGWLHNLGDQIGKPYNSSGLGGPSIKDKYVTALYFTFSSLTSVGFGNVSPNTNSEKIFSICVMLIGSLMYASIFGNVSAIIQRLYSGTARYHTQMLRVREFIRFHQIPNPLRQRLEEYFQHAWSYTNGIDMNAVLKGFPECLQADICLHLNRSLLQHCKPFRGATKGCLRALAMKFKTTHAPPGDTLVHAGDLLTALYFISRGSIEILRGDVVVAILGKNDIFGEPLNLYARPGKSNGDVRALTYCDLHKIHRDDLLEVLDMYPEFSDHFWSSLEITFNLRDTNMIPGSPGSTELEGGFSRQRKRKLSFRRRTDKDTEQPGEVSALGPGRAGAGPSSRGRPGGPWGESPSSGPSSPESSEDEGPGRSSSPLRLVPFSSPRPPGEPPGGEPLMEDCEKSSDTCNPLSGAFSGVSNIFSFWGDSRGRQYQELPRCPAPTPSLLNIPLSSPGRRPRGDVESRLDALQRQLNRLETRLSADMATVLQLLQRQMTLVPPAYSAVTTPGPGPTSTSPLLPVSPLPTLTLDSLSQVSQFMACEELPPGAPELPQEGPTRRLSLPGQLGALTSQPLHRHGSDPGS
# Dyrk1A ADPGlo = blocks rat Dyrk1A kinase activity. ADP-Glo luminescence, NFATc1 peptide. inhibition, % at 12.5 µM. 310,000 compounds, 0.43% hits. AID 504441; in the data active = inhibition above about 50%;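 note: plate controls were vehicle with enzyme for no effect and no enzyme for full effect; many of its hits are not listed in these tables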
# TRPC4 act = opens the mouse TRPC4 cation channel; 310,000 compounds, 0.49% hits; HEK293 TRPC4beta/mu-opioid, Fluo4 calcium fluorescence; active compounds read high; B-score at 10 µM;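 active = B-score above 5 SD of library B-scores, and initial fluorescence ratio not above library mean plus 5 SD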;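 note: positive B-score marks a calcium rise read as TRPC4 activation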
#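 Assay system: HEK293 stable line with TRPC4beta plus mu-opioid receptor. Times: dye 45 min RT, read 110 s. Measured by: kinetic Fluo4 calcium fluorescence. Measure: B score of integrated ratio. Controls: assay buffer as low control, maximal DAMGO as high control.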
# KCNQ1 act = potentiates or activates the human KCNQ1 potassium channel | CHO-K1 KCNQ1, thallium flux FluxOR fluorescence; active compounds read high | 310,000 compounds, 0.35% hits | B-score at 10 µM | AID 2648 | P51787;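 active = fluorescence ratio B-score, a plate-corrected score, at least three library SD, with initial intensity B-score within 5 SD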
#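 System: Stable KCNQ1 CHO-K1 line | Incubation: 90 min dye loading and 20 min compound exposure, both at room temperature | Measure: Ratio B score | Medium: Assay buffer for compound exposure, DMSO matched across wells | Compound dosing: Single-concentration screen | Probe or stimulus: K+/Tl+ depolarizing stimulus | Measured by: Kinetic FluxOR fluorescence, 10 s baseline plus 110 s post-stimulus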
# HDAC3 inhib = inhibitors of human histone deacetylase 3 | 320,000 compounds, 0.15% hits | AID 2718 | recombinant HDAC3, fluorogenic peptide/trypsin coupled, fluorescence | inhibition, % at 8.3 µM | O15379; in the data active = inhibition above about 26%, passing the limit was not always enough
# An asterisk follows results filed as active; i = inactive; / = not tested or not shown. These rows are one share of the data, so the mix of outcomes need not match the whole.
SMILES,TMEM16A act,KCNK3 inh,KCNK9 block,TRPC4 potent,KCNQ1 inh,ANO1 block,hERG rescue,Dyrk1A ADPGlo,TRPC4 act,KCNQ1 act,HDAC3 inhib
CC(C)(C)Cc1nnc(NC(=O)Cc2cccs2)s1,i,i,i,i,i,i,-3,-1,i,i,10
C=CCn1cccc(C(=O)Nc2ccc(C)c(C)c2)c1=O,i,i,i,i,i,i,-8,2,i,i,9
C#CCNC(=O)C1=C[C@H](c2ccc(C(F)(F)F)cc2)C[C@H](OCCCCO)O1,i,i,i,i,i,i,-10,-2,i,i,11
COc1ccc(C(=O)CC(=O)C(=O)Nc2ccccc2C(F)(F)F)cc1,i,i,i,i,i,i,7.8*,1,i,12*,-3
Cn1cc(C(=O)N/N=C/c2cccs2)c2ccccc21,i,i,i,i,i,i,-12,5,i,i,2
O=C(CSc1nc2scc(-c3ccccc3)c2c(=O)[nH]1)Nc1ccccc1,i,i,i,i,i,i,-6,0,i,i,6
O=C1NN=COc2ccccc21,i,i,i,i,i,i,-1,-3,i,i,-11
CC1CCN(CCOc2ccc(OCc3ccccc3)cc2)CC1,i,i,i,i,i,i,-12,4,i,i,4
COc1ccc2c(c1)[n+](=O)c(C(C)=O)c(C)n2[O-],i,i,i,i,i,i,-4,0,i,i,5
O=C1CN2Cc3c(ccc(Cl)c3Cl)N=C2N1,/,/,i,i,i,i,-6,/,i,i,-6
O=C(N/N=C/c1coc2ccccc2c1=O)c1cn(-c2ccccc2)nc1-c1ccc(F)cc1,i,i,i,i,i,i,-16,-4,i,i,4
COc1ccc(C(=O)NCCc2c[nH]c3ccccc23)cc1,i,i,i,i,i,i,-8,-3,i,i,10
O=C1CCN(CCc2ccccc2)CCN1[C@H](COc1ccccc1)Cc1ccccc1,i,i,i,i,i,i,-12,5,67*,i,-2
O=C(Nc1ccc(Cl)cc1)C1CCN(C(=O)NC2CCCCC2)CC1,i,i,i,i,i,i,-15,-2,i,i,-2
O=C(Nc1cccc2ccccc12)C1CCCC1,i,i,i,i,i,i,-6,1,i,i,6
Cc1cccnc1NC(=O)CCNC(=O)c1ccc(Cl)cc1,i,i,i,i,i,i,-11,/,i,i,-6
Nc1c(NC2CCCCC2)c2ccccc2oc1=O,i,i,i,i,i,i,-14,-5,i,i,6
COC(=O)CC1C(=O)NC(C)=C1C(=O)OC (stereo not drawn),/,/,i,i,i,i,-3,/,i,i,-1
O=C(CCn1cccc(C(F)(F)F)c1=O)Nc1cccc(C(F)(F)F)c1,i,i,i,i,i,i,-5,/,i,i,3
Cc1ccccc1C(=O)N/N=C1\SCC(=O)N1Cc1ccco1,i,i,i,i,i,i,1,1,i,i,-3
COc1cc(C(c2c(C)[nH][nH]c2=O)c2c(C)[nH][nH]c2=O)cc(OC)c1OC,i,i,i,i,i,i,-5,4,i,i,2
COc1ccc(CC(NC(C)=O)C(=O)NC2CCN(C(=O)c3cc(OC)c(OC)c(OC)c3)CC2)cc1 (stereo not drawn),i,i,i,i,i,i,-14,-1,i,i,5
O=C(Nc1nn[nH]n1)c1cccc([N+](=O)[O-])c1,i,i,i,i,i,i,-2,0,i,i,-1
O=C(COC(=O)c1cncc(Br)c1)NCc1ccccc1Cl,i,i,i,i,i,i,-7,/,i,i,1
O=C(c1ccco1)N1CCN(S(=O)(=O)c2ccc(S(=O)(=O)NC3CCCCC3)cc2)CC1,i,i,i,i,i,i,-7,-1,i,i,0
COc1cccc(C2=NOC(C(=O)NCCCn3ccnc3)C2)c1 (stereo not drawn),i,i,i,i,i,i,-11,9,i,i,6
Cc1cc(=O)oc2cc(OCc3ccc(S(=O)(=O)N4CCOCC4)cc3)ccc12,i,i,i,i,i,i,-9,5,i,i,-5
O=C(Nc1cccc(Cl)c1)c1ccc(F)c(S(=O)(=O)NCc2cccs2)c1,i,i,i,i,i,i,-6,-5,i,i,-4
Cc1ccc2c(n1)CC(C)(C)C/C2=N\O,i,i,i,i,i,i,-5,9,i,i,-1
O=C(NC1CCCCC1)C(c1ccc(F)cc1)N(C(=O)c1cccs1)c1ccc2c(c1)OCO2 (stereo not drawn),i,i,i,i,i,i,-7,-1,i,i,-4
CC(C)(C)c1cc(NC(=O)CSc2nnc(NCc3ccccc3)s2)n(-c2ccccc2)n1,i,i,i,i,i,i,-6,4,i,i,5
COc1ccc(-n2c(=S)[nH]c3cc(C(=O)NCc4ccco4)ccc3c2=O)c(OC)c1,i,i,i,i,i,i,-15,6,i,i,4
Cc1ccc(NS(=O)(=O)c2c(C)nc3sccn3c2=O)c(C)c1,i,i,i,i,i,i,-6,0,i,i,8
Oc1c(CN2CCN(c3ccccn3)CC2)cc(Cl)c2cccnc12,i,i,i,i,i,i,-7,3,i,i,2
CC(C)C(NC(=O)/C(=C/c1ccco1)NC(=O)c1ccc(Br)o1)C(=O)O (stereo not drawn),i,i,i,i,i,i,-3,1,i,i,2
O=C(O)CCCCCNC(=O)Nc1ccc2c(c1)OCCO2,i,i,i,i,i,i,-3,-9,i,i,0

# Single records, as listed above. Order of values: TMEM16A act, KCNK3 inh, KCNK9 block, TRPC4 potent, KCNQ1 inh, ANO1 block, hERG rescue, Dyrk1A ADPGlo, TRPC4 act, KCNQ1 act, HDAC3 inhib
# CC(C)C(NC(=O)/C(=C/c1ccco1)NC(=O)c1ccc(Br)o1)C(=O)O (stereo not drawn) reads i, i, i, i, i, i, -3, 1, i, i, 2
# O=C(Nc1cccc(Cl)c1)c1ccc(F)c(S(=O)(=O)NCc2cccs2)c1 reads i, i, i, i, i, i, -6, -5, i, i, -4
# COc1ccc(-n2c(=S)[nH]c3cc(C(=O)NCc4ccco4)ccc3c2=O)c(OC)c1 reads i, i, i, i, i, i, -15, 6, i, i, 4

# Continued:
SMILES,TMEM16A act,KCNK3 inh,KCNK9 block,TRPC4 potent,KCNQ1 inh,ANO1 block,hERG rescue,Dyrk1A ADPGlo,TRPC4 act,KCNQ1 act,HDAC3 inhib
FC(F)(F)c1nc2ccccc2n2c(-c3c(Cl)cccc3Cl)nnc12,i,i,i,i,i,i,-10,2,i,i,-1
CN(c1nc(-c2ccccc2)cs1)C1CCS(=O)(=O)C1 (stereo not drawn),i,i,i,i,i,i,-5,3,i,i,2
O=C(O)C1C2CCC(C2)C1C(=O)NCCc1cccc(Cl)c1 (stereo not drawn),i,i,i,i,i,i,-7,-1,i,i,-5
CN(Cc1nccs1)C(=O)C1CCC(=O)N(Cc2ccccc2F)C1 (stereo not drawn),i,i,i,i,i,i,-11,-4,i,i,-2
CC(C)c1ccc(-c2nn[nH]n2)cc1,i,i,i,i,i,i,-4,2,i,i,-5
NC(=O)C1CCN(CC(=O)Nc2nc(-c3ccccc3)cs2)CC1,i,i,i,i,i,i,-1,0,i,i,12
COCCN(CCOC)S(=O)(=O)c1ccc(Cl)nc1,i,i,i,i,i,i,-10,-3,i,i,/
Brc1ccc(-c2nnc(-c3cccc(Br)c3)o2)cc1,i,i,i,i,i,i,-11,-5,i,i,0
O=C(Cc1ccc(F)cc1)Nc1ccc2[nH]ncc2c1,i,i,i,i,i,i,-9,37,i,i,-4
Cc1cc(C)c(C(=O)NCC(=O)c2ccccc2)c(C)c1,i,i,i,i,i,i,-10,-1,i,i,/
CC1CCC(NC(=O)c2nn(C)c3c2CSc2ccccc2-3)CC1 (stereo not drawn),i,i,i,i,i,i,-6,5,i,i,1
O=C(NCc1ccc2c(c1)OCO2)c1cc(S(=O)(=O)N2CCCCC2)ccc1F,i,i,i,i,i,i,-4,7,i,i,4
CN1C2C=C3C(C#N)=C(N)C(C#N)(C#N)[C@@H](c4ccc(Cl)cc4)[C@@H]3C1CC2 (stereo partly drawn),i,i,i,i,i,i,-6,-5,i,i,-12
CCOc1cc(C(=O)O/N=C(\N)c2ccccn2)cc(OCC)c1OCC,i,i,i,i,i,i,-6,-1,i,i,12
COc1ccc(OC)c(C(=O)c2ccc(C(=O)Nc3ccccc3)cc2)c1,i,i,i,i,i,i,-4,-2,i,i,-2
COc1cc(/C=N/NC(=O)c2ccc3nc[nH]c3c2)ccc1O,i,i,i,i,i,i,-11,10,i,i,4
O=C(c1cc(F)c(F)cc1Cl)N1CCN(c2ncccn2)CC1,i,i,i,i,i,i,-3,-2,i,i,-11
O=[N+]([O-])c1ccc(-c2nc(-c3ccncc3)no2)cc1,i,i,i,i,i,i,-4,-10,i,i,2
CNC(=O)NC(=O)C(NC1CCCc2ccccc21)c1ccccc1 (stereo not drawn),i,i,i,i,i,i,-8,2,i,i,-1
CCCCC(=O)Nc1cccc(NC(=S)NC(=O)Cc2ccccc2)c1,i,i,i,i,i,i,-7,-1,i,i,-5
CCOc1ccc(NC(=O)c2cccc(-n3cnnn3)c2)cc1,i,i,i,i,i,i,-14,-1,i,i,1
Cc1ccc2c(c1)C1(OCCCO1)C(=O)N2,i,i,i,i,i,i,-2,21,i,i,3
COc1cc(NC(=O)c2cccc(Cl)c2)c(OC)cc1NC(=O)CN1CCOCC1,i,i,i,i,i,i,-16,1,i,i,0
O=C(O)c1sc2cccc(Cl)c2c1Cl,i,i,i,i,i,i,-3,42,i,i,3
Cc1ccc(C)c(N2CCN(C(=O)Cc3ccc(-n4c(=O)[nH]c5ccsc5c4=O)cc3)CC2)c1,i,i,i,i,i,i,-14,0,i,i,-5
COc1ccccc1NC(=O)/C(=C\c1cccnc1)NC(=O)c1ccccc1,i,i,i,i,i,i,-7,-1,i,i,-6
CC(=O)c1ccc(NC(=O)CSc2n[nH]c(-c3cccnc3)n2)cc1,i,i,i,i,i,i,-13,-1,i,i,4
CCN(CC)S(=O)(=O)c1cccc(-c2nnc(SCC(=O)NC3CCCC3)n2N)c1,i,i,i,i,i,i,-12,-2,i,i,5
COc1ccc(-c2noc(CCC(=O)NC3CCCC3)n2)cc1,i,i,i,i,i,i,-5,2,i,i,1
COc1ccc(Oc2coc3cc(OC(=O)/C=C/c4ccc(F)cc4)ccc3c2=O)cc1,i,i,i,i,i,i,-5,/,i,i,1
Cc1onc(-c2ccccc2Cl)c1C(=O)Nc1nnc(-c2ccc(F)cc2)s1,i,i,i,i,i,i,-8,-7,i,i,/
N#CCCCSC1=C(C#N)C(c2ccccc2Cl)CC(=O)N1 (stereo not drawn),i,i,i,i,i,i,-14,5,i,i,-2
O=C(C[n+]1ccccc1)c1ccc(Cl)cc1,i,i,i,i,i,i,-6,0,i,i,2
O=C(NC1CCN(C(=S)Nc2ccc(Cl)cc2)CC1)C1CCCCC1,i,i,i,i,i,i,-6,4,i,i,-3
